Source: PubChem
Tb hexokinase: T. brucei hexokinase 1 inhibition | inhibition, % at 10 µM | 220,000 tested, 0.11% active | recombinant TbHK1, G6PDH-coupled NADH A340;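 active means inhibition of 50% or more in the single-dose primary screen; inactive means inhibition below 50%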
CHOP inhibitor: CHOP inhibition in unfolded protein response; CHO-K1 CHOP-promoter luciferase, tunicamycin-induced, 15-18 h; inhibition, % at 10 µM; 220,000 tested, 3.8% active;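 active means compounds that reduced the stress-induced luciferase reporter signal by more than about 70% of percent inhibition, limit read from the data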;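 further: 0% = tunicamycin plus vehicle and 100% = wells without tunicamycin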
PPC-1+TRAIL kill: PPC-1 cancer cell killing with TRAIL present | PPC-1 cells + TRAIL, ATPLite viability luminescence | cell killing (% activity), % at 4 µM | 220,000 tested, 0.41% active | AID 1443;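 active means cell killing above 50% in the first pass at 4 µM, then a duplicate retest at 5 µM averaging 50% or more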;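 further: plate controls were cells with TRAIL plus DMSO for no effect and medium-only wells lacking cells for full effect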
Wee1 stabilizer: inhibitors of human Wee1 degradation; P30291; HeLa Luc-Wee1K328M stability, luciferase luminescence; 100% = proteasome inhibitor MG132 effect; reporter increase, % at 5 µM; 220,000 tested, 1.2% active; AID 1321;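 active means activation above the mean of all tested compounds plus 3 SD, set per screening run, cut at about 8.8% in these data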;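 further: cells exposed to compound for 20 h before luminescence read; 0% = DMSO alone and 100% = MG132 at 30 µM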
EP2 antag: inhibitors of human EP2 prostaglandin E2 receptor | AID 1422 | C6 glioma cells expressing human EP2, cAMP TR-FRET; cells stimulated with saturating PGE2 | inhibition, % at 25 µM | 260,000 tested, 0.52% active;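 active means percent inhibition above 40 after rounding to a whole number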;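 further: rat C6 glioma host cells with rolipram phosphodiesterase inhibitor present; the protocol text gives 20 µM as final concentration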
L929 necroptosis: L929 zVAD cell death inhibition; L929 zVAD necroptosis rescue, ATP luminescence, 24 h; with zVAD 60 µM; viability rescue, % at 10 µM; 220,000 tested, 0.38% active; AID 1377;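 active means activation, scaled between plate controls, above about 75%, limit read from the data; inactive means activation under that limit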;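 further: 0% = zVAD with DMSO and 100% = DMSO alone without zVAD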
FXIIa inh 1536: blocks human coagulation factor XIIa protease activity; 220,000 tested, 0.3% active; inhibition, % at 5 µM; P00748; AID 800; purified FXIIa, Boc-QGR-AMC fluorogenic substrate, 2 h; in the data active means inhibition above about 40%;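 further: 0% = enzyme with no compound and 100% = blank without enzyme; many of its hits are not listed in these tables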
TNF necrop inh: inhibitors of TNF-alpha induced necroptosis in Jurkat FADD-/- cells | Jurkat FADD-/- TNF necroptosis rescue, ATP luminescence, 24 h; 0 = TNF only, 100 = no-TNF cells | 220,000 tested, 0.068% active | activation (protection from cell death), % at 10 µM;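 active means activation, meaning protection from cell death, of at least 50% relative to plate controls; inactive means activation below 50%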;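 further: necroptosis triggered by 40 ng/mL TNF-alpha added together with compound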
FXIa inh 1536: inhibitors of human coagulation factor XIa; purified FXIa, Boc-Glu-Ala-Arg-AMC fluorogenic substrate; inhibition, % at 5 µM; 220,000 tested, 0.14% active;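 active means inhibition of at least 40%; inactive means inhibition below 40%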;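 further: fluorescence of freed AMC excited at 355 nm; 0% = enzyme without compound and 100% = no enzyme blank; many of its hits are not listed in these tables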
Starred values were filed as active, the others as inactive; x = not tested or not shown; & = joins results of further samples; [ ] = remark or other dose. Not all compounds are listed; the hit share may differ from the screen's.

no.	Structure	Tb hexokinase	CHOP inhibitor	PPC-1+TRAIL kill	Wee1 stabilizer	EP2 antag	L929 necroptosis	FXIIa inh 1536	TNF necrop inh	FXIa inh 1536
1	COC(=O)/C(C#N)=C/c1occc1C	-44	-1	6	2	3	0.2	5	2.3	3
2	Cc1nc(NC2CCCC2)sc1C(=O)N(C)C	-5	-24	-4	1	10	-0.5	15	-1.4	5
3	CCN(CC)C(=O)CC(c1ccc(N(C)C)cc1)c1c(O)cc(OC)cc1OC (stereo not given)	-14	20	5	x	10	-0.7	16	1.6	4
4	O=C1CSC(c2ccc([N+](=O)[O-])cc2)N1C1CCCCC1 (stereo not given)	-7	-29	4	-1	13	2.6	2	1.8	-6
5	CCCOP(=O)(c1ccc(N(C)C)cc1)C(O)c1cc(OC)c(OC)c(OC)c1 (stereo not given)	2	9	-8	3	8	0.0	18	0.7	1
6	COc1ccc(Cn2cc(C(=O)O)c(=O)c3ccccc32)cc1	-7	54	9	-1	4	2.3	10	0.5	-2
7	O=C1c2cccc3cccc(c23)C(=O)N1OS(=O)(=O)c1ccc(Cl)cc1	10	63	18	-1	7	1.5	6	1.8	3
8	CCc1ccc(/C=N\NC(=O)c2ccc(Br)o2)s1	-35	4	15	2	12	1.6	6	-8.4	-1
9	Cc1ccc(C(=O)N2CCN(c3ccccc3)CC2)cc1C	1	39	-8	1	8	0.9	5	0.9	-1
10	O=C(CSc1nc2cccnc2n1Cc1ccccc1)NC1CCCCC1	2	11	25	5	13&13	-0.9	1	0.7	-11
11	CCN(CC)c1ccc(/C=N/NS(=O)(=O)c2ccc(C)c([N+](=O)[O-])c2)cc1	-8	56	4	0	5	-0.1	-21	0.3	6
12	COc1ccccc1N1C(=O)c2cccc3c(C(=O)O)ccc(c23)C1=O	-36	30	-14	1	3	1.1	11	2.2	-6
13	CC(C(=O)Nc1ccc(N2CCOCC2)cc1)N1C(=O)c2ccccc2C1=O (stereo not given)	-6	-10	5	-2	6	0.9	3	0.7	4
14	Cc1nc(-c2cccnc2)sc1C(=O)Nc1ccc(Cl)cc1	-22	81*	3	-1	1	0.3	8	-4.2	0
15	Cc1ccc(C(=O)NCC(=O)N/N=C/c2sccc2C)cc1[N+](=O)[O-]	-6	-1	-5	-2	8	51	7	0.8	2
16	Cc1ccccc1NC(=S)N(CCN(C)C)C(C)c1cccnc1 (stereo not given)	3	25	-4	1	4	2.7	-11	0.8	-7
17	CN(C)c1ccc(-c2nnn(Cc3ccccc3Br)n2)cc1	3	32	4	-1	9	0.3	2	-2.4	-1
18	COc1ccc(Cl)c(OC)c1C(=O)NC(=O)Nc1c(F)cc(F)cc1F	-9	-8	-11	-2	6	-0.6	6	3.1	-3
19	Cc1cc(NC(=O)CCC(=O)N(c2cccc(F)c2)C(C(=O)NC2CCCC2)c2ccncc2)no1 (stereo not given)	-7	-7	11	1	5	2.5	1	2.3	8
20	CCOC(=O)N1CCC(N(CCN(C)C)C(=S)Nc2ccccc2OCC)CC1	-2	-15	-6	-5	7	-1.0	10	0.6	-11
21	C=CCn1c(C(CCCC)CC(C)O)n[nH]c1=S (stereo not given)	38	-8	2	0	6	0.7	-4	1.2	-10
22	COC(=O)c1cn(-c2ccc(F)cc2)c(=O)c2ccccc12	-1	20	28	-1	2	1.0	1	0.5	5
23	Cc1cc(C)nc(SCC(=O)Nc2sc3c(c2C#N)CCC(C)C3)n1 (stereo not given)	-2	x	x	6	30	0.2	x	-0.5	x
24	COc1ccc(C(=O)Nc2cc(=O)n(C)c(=O)n2C)cc1OC	-73	29	x	-1	10	1.9	10	1.2	-1
25	O=C(c1ccc2c3n(nc2c1)-c1ccccc1CO3)N1CCOCC1	-25	-4	45[5 µM]	x	6	-3.1	6	-20	2

Compounds from the list above containing a furan ring, fused or not:
no.	Structure	Tb hexokinase	CHOP inhibitor	PPC-1+TRAIL kill	Wee1 stabilizer	EP2 antag	L929 necroptosis	FXIIa inh 1536	TNF necrop inh	FXIa inh 1536
1	COC(=O)/C(C#N)=C/c1occc1C	-44	-1	6	2	3	0.2	5	2.3	3
8	CCc1ccc(/C=N\NC(=O)c2ccc(Br)o2)s1	-35	4	15	2	12	1.6	6	-8.4	-1

The results go on.
no.	Structure	Tb hexokinase	CHOP inhibitor	PPC-1+TRAIL kill	Wee1 stabilizer	EP2 antag	L929 necroptosis	FXIIa inh 1536	TNF necrop inh	FXIa inh 1536
26	CC1SC(C)C(=O)N(CC(=O)Nc2ccc3c(c2)OCO3)C1=O (stereo not given)	28	14	38	4	14	0.2	10	2.1	0
27	COc1ccc(-n2c(SCC(=O)Nc3nccs3)nc3c(c2=O)SC(C)C3)cc1 (stereo not given)	-10	30	12	1	13	-0.5	9	-0.8	1
28	COc1ccccc1-n1c(SCc2cc(=O)oc3cc(O)ccc23)nc2ccccc2c1=O	-5	48	14	-1	2	0.1	15	-1.4	6
29	Cn1c(COc2ccccc2)nnc1SCc1nc2ccccc2[nH]1	5	-2	-4	1	23	0.3	2	1.0	-6
30	COc1ccc(-c2nnc3n2-c2ccccc2SC3)cc1OC	2	-4	14	-1	6	-0.8	10	-0.7	3
31	Cc1onc(-c2c(Cl)cccc2Cl)c1C(=O)NCCc1ccc(S(N)(=O)=O)cc1	3	-12	23	0	8	0.7	8	0.0	1
32	COc1ccc(S(=O)(=O)N2CCN(C(=O)NC3CCCCC3)CC2)cc1OC	-2	-18	17	0	7	-0.6	18	-0.9	11
33	COc1ccc(OCCSc2nnc(C(C)NC(=O)c3ccccc3F)n2C)cc1 (stereo not given)	9	5	-11	0	13	-0.9	19	0.6	31
34	O=C(NC1CCCCCC1)C1CCN(S(=O)(=O)c2cnc[nH]2)CC1	3	6	-2	2	9	-0.9	9	0.4	6
35	Cc1nn2c(NCCN3CCOCC3)c3c(nc2c1-c1ccccc1)CCCC3	-26	35	10	0	4	0.7	8	3.9	2
36	Cc1nnc(SCC(C)C)[nH]c1=O	3	7	0	9.4*	1	0.7	13	1.2	1
37	CC1(C)CC(=O)C(C=NCCN2CCN(CC(=O)Nc3ccccc3)CC2)=C(O)C1	1	-2	14	-2	5	x	13	-0.6	8
38	N#Cc1ccc(C23CC4(C2)[C@H](CN(CC2CCCCC2)[C@@H]4c2ccccc2)C3c2ccc(C(F)(F)F)cc2)cc1 (stereo not given in full)	-18	12	23	x	16	0.4	8	2.4	1
39	CC1CCN(c2c(NCC3CCC(C(=O)N4CCCCC4)CC3)c(=O)c2=O)CC1 (stereo not given)	-2	-25	2	0	6	1.4	11	1.6	0
40	O=C(O)CCCCCNC(=O)CCn1nnc2ccccc2c1=O	-4	25	1	0	5	1.3	8	-0.3	3
41	O=C(CN1CCN(c2ccc(F)cc2)CC1)NC(=O)NCc1ccco1	1	-2	1	1	8	1.4	6	-0.2	-1
42	O=c1c2[nH]c3ccc(F)cc3c2ncn1CCN1CCN(Cc2ccccc2)CC1	-3	32	10	-1	8	2.1	18	1.0	6
43	CCN(CC)c1ccc(/C=C(\C#N)c2nc(-c3cccs3)c(NC(C)=O)s2)cc1	-2	-10	4	-1	4	56	5	-1.4	4
44	Cn1cnnc1SCNC(=O)C(F)(F)F	1	-2	-3	-3	8	2.2	9	1.2	4
45	Cc1ccc(N2C(=O)c3ccc(C(=O)N4CCN(c5ccc(C)c(C)c5)CC4)cc3C2=O)cc1	1	11	2	-1	7	-0.1	7	1.8	3
46	Cc1cc(C(=O)COC(=O)CNC(=O)c2ccccc2)c(C)n1CC1CCCO1 (stereo not given)	-6	90*	9	-2	8	0.6	3	-0.3	-7
47	Nc1ccccc1C(=O)NNc1ncc(C(F)(F)F)cc1Cl	-8	-10	11	0	6	0.2	13	-2.4	-2
48	Cc1ccccc1NC(=O)c1cc(C(=O)c2cc(Cl)ccc2O)cn(-c2ccccc2C)c1=O	-12	70*	16	14*	10	2.2	10	3.0	0
49	COc1cc(OC)cc(C(=O)N/N=C/c2ccc(OC)c(COc3ccc(F)cc3)c2)c1	-10	28	-1	3	x	-0.2	2	-17	-9
50	COc1cccc(C2CC(=O)NC(SC)=C2C#N)c1 (stereo not given)	-1	27	-10	0	7	1.0	8	-0.4	-1
51	COc1cc(CNCc2ccccn2)ccc1OCc1cccc(Cl)c1	2	-17	23	-3	9	0.3	16	-4.8	2
52	Cc1ccnc(NC(=O)CCC2CCCCC2)c1	1	26	42	6	12	0.1	16	3.2	1
53	CCOC(=O)c1c(NC(=O)CCC(=O)NCc2ccco2)sc2c1CCCC2	6	32	10	-2	1	0.3	8	0.0	-10
54	COC(=O)C(C(=O)Nc1nc2ccccc2s1)C1CCCC1 (stereo not given)	4	5	8	5	4	13	6	2.9	0
55	O=C(O)CCn1c(SCc2ccccc2)nc2ccccc21	4	-5	13	2	9	0.3	22	-1.4	21
56	CCOC(=O)c1csc(COc2ccccc2Cl)n1	-8	26	8	0	10	0.1	11	4.4	4
57	CC(=O)OC(/C(O)=C(\C#N)c1nc2ccccc2[nH]1)c1ccccc1 (stereo not given)	-19	-27	-9	0	4	3.2	15	-2.1	7
58	Cc1ccc([N+](=O)[O-])cc1S(=O)(=O)NCc1cccnc1	-4	-20	0	0	8	-0.4	11	0.3	7
59	O=C(O)c1cc(-c2ccco2)nn1-c1cccc(Cl)c1	20	-16	19	0	0	-0.5	24	-0.5	12
60	Cc1ccc(S(C)(=O)=NC(=O)NC(=O)c2c(Cl)cccc2Cl)cc1 (stereo not given)	5	2	20	1	4	-0.1	9	1.1	4
61	CC1=C(C(=O)OC(C)C)C(c2ccccc2)NC(=S)N1C (stereo not given)	-7	9	5	-1	8	0.0	10	1.0	7
62	CCCCN(CCCC)c1cc(C)nc(-c2ccccc2O)n1	-3	13	11	1	13	-0.1	11	-1.1	3
63	C=CCOc1ccc(CNc2ccc3[nH]c(=O)[nH]c3c2)cc1	-1	-1	x	1	5	-0.2	8	0.0	2
64	CCC1(CC)Cc2ccccc2-c2nc(-c3ccccc3)oc(=O)c21	-6	6	17	-2	11	-0.1	12	0.6	6
65	Cc1ccc(S(=O)(=O)c2c(C)nn(C(C)(C)C)c2OC(=O)c2ccc(Br)o2)cc1	23	72*	-20	2	12	0.7	13	-3.7	-6
66	CCCn1nc(CC(=O)OCC)c2ccccc2c1=O	4	9	4	1	14	0.7	16	0.1	-2
67	CCOC(=O)c1c(C)nc(C)c(C(=O)OCC)c1-c1ccc(Br)cc1	1	46	0	-3	6	-0.8	12	0.8	2
68	O=C(Nc1ccccc1F)Nc1ccccc1N1CCCCC1	1	13	14	1	3	1.5	8	-2.6	7
69	CCc1ccc(N(CC)c2ncnc3nc[nH]c23)cc1	-4	47	8	-3	13	3.8	13	-0.3	5
70	O=C(NC(=S)NNC(=O)c1cnccn1)c1ccc(F)cc1	-4	53	3	0	7	13	5	-6.1	-3
71	COc1ccc(-c2cc(C(=O)Nc3ccc(S(=O)(=O)Nc4ncccn4)cc3)c3ccccc3n2)cc1	-30	10	5	-2	13	0.4	6	-3.4	4
72	CCCc1cc(=O)[nH]c(SCC(=O)c2c[nH]c3ccccc23)n1	-4	-20	10	-3	6	3.3	-4	0.3	-5
73	CN(CCCNC(=O)C1CCC(=O)N1Cc1ccccc1Cl)c1ccccc1 (stereo not given)	-4	59	4	-2	7	-0.1	12	-0.6	-4
74	CCn1c(C(=O)NC(C)c2ccc3c(c2)OCCO3)cc2sccc21 (stereo not given)	-11	31	11	1	11	3.3	6	0.1	-6
75	C=C(C)CN(CC)C(=O)CSc1nc(O)cc(=O)n1C1CCCC1	-1	12	21	0	3	0.8	7	-0.5	-2
76	CCOc1ccc(NC(=O)COC(=O)c2ncc(Cl)c(Cl)c2Cl)cc1	11	16	23	-1	5	0.1	9	0.2	8
